Assay outcomes from PubChem.
UBC9 SUMO inh: inhibitors of in vitro SUMOylation cascade, primary screen, biochemical, HTRF, uHTS; hit rate 0.36% among 290,000; SUMO-conjugating enzyme UBC9 (Homo sapiens), P63279; inhibition, % at 35 µM; HTRF SUMOylation assay, SAE1/SAE2 + UBC9; in the data active means inhibition above about 50%, passing the limit was not always enough; further: strong numbers were not always called active
p-CIP stab down: p/CIP-EGFP fusion destabilizers, primary screen, fluorescence, F442A cells; 16 h; hit rate 0.01% among 290,000; decrease of EGFP signal, % at 10 µM; AID 1984, 2009;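 active means EGFP signal decrease of at least 30% at 10 µM or well 3 SD below plate mean, unless failing retest; inactive means the rest, including hits failing retest or dose response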; further: some compounds called inactive have numbers as strong as hits; many of its hits are not listed in these tables
FID counter: compounds displacing fluorescent DNA intercalator, primary screen, artefact control for HCV NS3 helicase inhibitor project, biochemical, FID fluorescence; DNA fluorescent intercalator displacement; inhibition, % at 7.9 µM; hit rate 0.17% among 290,000; AID 1845, 2009; in the data active means inhibition above about 37%;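 further: 0% = vehicle and 100% = reference compound; higher means more ethidium bromide displaced from hairpin DNA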
IMP-1 inhibitor: IMP-1 metallo-beta-lactamase inhibitors, primary screen, biochemical, epi-absorbance readout, Pseudomonas aeruginosa enzyme. hit rate 0.45% among 290,000. AID 1556, 2009. inhibition, % at 5.6 µM. purified IMP-1, nitrocefin hydrolysis, epi-absorbance fluorescence;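 active means inhibition above the mean plus 3 SD of all compounds in the same screening run, cut at about 4.5% in these data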;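 further: 0% = IMP-1 with DMSO and 100% = DMSO wells lacking enzyme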
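System: purified recombinant IMP-1 beta-lactamase. Medium: Zinc- and detergent-supplemented HEPES buffer, pH 7.1. Compound: one 5.6 µM dose […]. Schedule: 15 min preincubation plus 25 min reaction at 25 °C. Technique: Epi-absorbance fluorescence, 480 nm excitation, 530 nm emission.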
PHOSPHO1 block: PubChem AID 1565; hit rate 1.1% among 290,000; inhibition, % at 13.3 µM; Phosphoethanolamine/phosphocholine phosphatase (Homo sapiens), Q8TCT1; recombinant PHOSPHO1, absorbance phosphatase assay; in the data active means inhibition above about 60%
NS3 helicase inh: inhibitors of HCV NS3 helicase, primary screen, biochemical, Cy5 molecular beacon fluorescence | AID 1800, 2009 | Hepatitis C virus NS3 helicase | hit rate 0.56% among 290,000 | NS3 helicase DNA unwinding | inhibition, % at 10.9 µM;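 active means inhibition above the mean of all tested compounds plus 3 SD, set per campaign, cut at about 35% in these data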;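 further: 0% = DMSO wells and 100% = thioflavine S control wells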
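Assay system – hepatitis C virus NS3 helicase domain fragment enzyme · Buffer or medium – MOPS pH 6.5, MgCl2, DTT, Tween20, BSA · Reagent – Cy5/quencher beacon DNA duplex and ATP to start · Compound – single 10.9 µM dose · Timing – 1 h at 25 °C · Technique – Cy5 beacon fluorescence read at start and 1 h · Measure – % inhibition of unwinding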
VIM-2 inhibitor: VIM-2 metallo-beta-lactamase inhibitors, primary screen, biochemical, epi-absorbance readout, Pseudomonas aeruginosa enzyme; purified VIM-2, nitrocefin hydrolysis, epi-absorbance fluorescence; hit rate 0.89% among 290,000; inhibition, % at 5.6 µM;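 active means inhibition above the mean of all tested compounds plus 3 SD, cutoff set per screening run, cut at about 7.5% in these data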;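 further: red hydrolysis product quenches plate fluorescence so inhibitors raise well fluorescence; 0% = enzyme with DMSO and 100% = DMSO without enzyme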
MEKK3 PB1 HTS: modulators of MEKK3-MEK5 PB1 binding, primary screen, biochemical, wildtype MEKK3, multiplex bead flow cytometry, Alexa488-MEK5; hit rate 1.4% among 290,000; Mitogen-activated protein kinase kinase kinase 3 (Homo sapiens), Q99759; bead-based flow cytometry, Alexa488-MEK5 binding to MEKK3; actives lie on both sides; 0 = blocked by unlabeled MEK5, 100 = vehicle; AID 1529, 2009; binding response (% of control), % at 10 µM;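 active means binding response more than 3 SD above or below the average of its plate-row segment, actives on both sides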;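 further: Alexa488 bead fluorescence after subtracting the streptavidin-only scavenger bead signal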
IDE act: human IDE activators in live cells, primary screen, fluorescence polarization, HEK cells, FAbeta-B substrate | Insulin-degrading enzyme (Homo sapiens), P14735 | FAbeta-B cleavage; 0% vehicle, 100% cell-free pure enzyme wells | activation, % at 5.96 µM | hit rate 0.073% among 340,000 | AID 493087, 2011;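 active means activation above the mean of all tested compounds plus 3 SD, set per screening campaign, cut at about 17% in these data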
Target sequence (P14735 whole entry, looked up): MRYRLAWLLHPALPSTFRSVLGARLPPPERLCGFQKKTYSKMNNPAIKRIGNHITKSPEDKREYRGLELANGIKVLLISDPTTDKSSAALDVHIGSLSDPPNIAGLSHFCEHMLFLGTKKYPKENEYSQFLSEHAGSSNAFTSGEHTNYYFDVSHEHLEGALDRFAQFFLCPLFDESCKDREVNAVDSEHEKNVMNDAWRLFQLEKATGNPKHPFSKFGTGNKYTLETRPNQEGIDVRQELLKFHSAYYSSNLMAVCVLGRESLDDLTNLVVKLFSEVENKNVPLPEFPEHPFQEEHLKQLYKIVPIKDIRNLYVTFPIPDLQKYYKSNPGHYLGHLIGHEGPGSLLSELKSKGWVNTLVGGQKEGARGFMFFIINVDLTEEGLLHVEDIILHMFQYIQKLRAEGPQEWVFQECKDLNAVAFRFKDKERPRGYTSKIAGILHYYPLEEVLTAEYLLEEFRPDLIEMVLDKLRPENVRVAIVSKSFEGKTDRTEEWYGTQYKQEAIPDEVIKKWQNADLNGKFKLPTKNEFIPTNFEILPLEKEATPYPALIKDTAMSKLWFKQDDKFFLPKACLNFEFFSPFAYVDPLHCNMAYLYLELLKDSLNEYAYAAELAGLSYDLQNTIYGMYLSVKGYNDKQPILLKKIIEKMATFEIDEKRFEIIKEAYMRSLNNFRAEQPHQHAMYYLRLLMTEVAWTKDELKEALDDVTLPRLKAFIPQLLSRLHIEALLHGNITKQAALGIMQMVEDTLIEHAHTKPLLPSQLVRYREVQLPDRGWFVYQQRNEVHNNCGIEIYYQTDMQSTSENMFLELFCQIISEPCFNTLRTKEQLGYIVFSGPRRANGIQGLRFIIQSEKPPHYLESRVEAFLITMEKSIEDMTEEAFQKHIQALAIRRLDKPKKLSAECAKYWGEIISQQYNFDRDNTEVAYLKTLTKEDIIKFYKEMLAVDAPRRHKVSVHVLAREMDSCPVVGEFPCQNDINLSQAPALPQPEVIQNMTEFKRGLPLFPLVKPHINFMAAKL
Active calls of the source: *. Some of the compounds tested; count on the stated rates, not on these rows.

COc1cccc(/C(C)=N/N=C(\C)c2cccc(OC)c2)c1 was read as UBC9 SUMO inh -5, p-CIP stab down -12, FID counter -26, IMP-1 inhibitor -0.1, PHOSPHO1 block -1, NS3 helicase inh 2, VIM-2 inhibitor 0.1, MEKK3 PB1 HTS 104 and IDE act 0.
Cc1cccc(OCC(=O)NNC(=O)Nc2cccc(Cl)c2)c1C was read as UBC9 SUMO inh 14, p-CIP stab down -4, FID counter -5, IMP-1 inhibitor -4.1, PHOSPHO1 block 11, NS3 helicase inh -8, VIM-2 inhibitor -0.6, MEKK3 PB1 HTS 99 and IDE act 4.
For Cc1oc2cc3oc(=O)c(CCC(=O)NCCCn4ccnc4)c(C)c3cc2c1C the results were UBC9 SUMO inh 34, p-CIP stab down -8, FID counter 8, IMP-1 inhibitor -5.9, PHOSPHO1 block 14, NS3 helicase inh -8, VIM-2 inhibitor 3.6, MEKK3 PB1 HTS 102 and IDE act -16.
Screening CC(=O)c1cccc(N(C(=O)c2ccco2)C(C(=O)NC2CCCC2)c2ccccc2F)c1 (stereo not given) returned UBC9 SUMO inh -3, p-CIP stab down -11, FID counter -30, IMP-1 inhibitor -6.8, PHOSPHO1 block 28, NS3 helicase inh 5, VIM-2 inhibitor -2.1, MEKK3 PB1 HTS 101 and IDE act -2.
`O=C(NC1CCCc2ccccc21)C1CCN(S(=O)(=O)c2cccc3nonc23)CC1` (stereo not given) gave UBC9 SUMO inh 5, p-CIP stab down -1, FID counter -5, IMP-1 inhibitor -1.0, PHOSPHO1 block 14, NS3 helicase inh 2, VIM-2 inhibitor -4.9, MEKK3 PB1 HTS 97 and IDE act 0.
For CC(C)(C)c1cc(C(=O)NCCCn2ccnc2)cc(C(C)(C)C)c1 the results were UBC9 SUMO inh -16, p-CIP stab down -2, FID counter 17, IMP-1 inhibitor -4.8, PHOSPHO1 block 36, NS3 helicase inh -52, VIM-2 inhibitor -5.2, MEKK3 PB1 HTS 115 and IDE act 0.
`CCOc1ccc(N(CC)S(=O)(=O)c2ccc3c(c2)oc(=O)n3C)cc1` gave UBC9 SUMO inh 1, p-CIP stab down 0, FID counter -9, IMP-1 inhibitor -1.8, PHOSPHO1 block -20, NS3 helicase inh 2, VIM-2 inhibitor -3.7, MEKK3 PB1 HTS 94 and IDE act 2.
For CCN(CC)C(=O)CSc1nc2c(c(-c3cccnc3)c1C#N)CCCC2 the results were UBC9 SUMO inh 8, p-CIP stab down -10, FID counter -35, IMP-1 inhibitor -2.2, PHOSPHO1 block 20, NS3 helicase inh -10, VIM-2 inhibitor -3.9, MEKK3 PB1 HTS 105 and IDE act -5.
Cc1cc(C)cc(N2C(=O)C3NN=C(C(=O)OCc4ccccc4)C3C2=O)c1 (stereo not given) was read as UBC9 SUMO inh -8, p-CIP stab down -4, FID counter -17, IMP-1 inhibitor -0.3, PHOSPHO1 block 10, NS3 helicase inh 31, VIM-2 inhibitor 3.6, MEKK3 PB1 HTS 106 and IDE act 3.
For CNC1(c2nnnn2-c2c(C)cccc2C)CCOC(C)(C)C1 (stereo not given) the results were UBC9 SUMO inh 14, p-CIP stab down 0, FID counter -8, IMP-1 inhibitor -2.4, PHOSPHO1 block 24, NS3 helicase inh 5, VIM-2 inhibitor -2.5, MEKK3 PB1 HTS 105 and IDE act 1.
CCC(NC(=O)c1cccc(Cn2nc(C)c([N+](=O)[O-])c2C)c1)c1ccc(C(C)C)cc1 (stereo not given) was read as UBC9 SUMO inh 6, p-CIP stab down 2, FID counter 1, IMP-1 inhibitor -5.0, PHOSPHO1 block 26, NS3 helicase inh 1, VIM-2 inhibitor -4.9, MEKK3 PB1 HTS 107 and IDE act -6.
COc1ccc(OCC(O)CN(CC(O)COc2ccc(OC)cc2)c2cccc(O)c2)cc1 (stereo not given) was read as UBC9 SUMO inh -14, p-CIP stab down -4, FID counter -31, IMP-1 inhibitor -4.0, PHOSPHO1 block 1, NS3 helicase inh 26, VIM-2 inhibitor -0.2, MEKK3 PB1 HTS 96 and IDE act 4.
For Cc1ccccc1CN(c1ccc(C(=O)NCc2cccnc2)cc1)S(C)(=O)=O the results were UBC9 SUMO inh 12, p-CIP stab down -5, FID counter -22, IMP-1 inhibitor -1.5, PHOSPHO1 block -6, NS3 helicase inh -16, VIM-2 inhibitor -1.4, MEKK3 PB1 HTS 104 and IDE act -5.
For CCOC(=O)c1ccccc1NC(=O)CSc1nnc(Cc2cccn2C)n1-c1ccc(C)cc1 the results were UBC9 SUMO inh 14, p-CIP stab down 6, FID counter -45, IMP-1 inhibitor -4.1, PHOSPHO1 block 46, NS3 helicase inh 27, VIM-2 inhibitor -3.5, MEKK3 PB1 HTS 101 and IDE act 3.
Screening Cc1ccc(NC(=O)C2CC2c2ccccc2)c([N+](=O)[O-])c1 (stereo not given) returned UBC9 SUMO inh 9, p-CIP stab down -15, FID counter 0, IMP-1 inhibitor -0.3, NS3 helicase inh -4, VIM-2 inhibitor -1.1, MEKK3 PB1 HTS 103 and IDE act 5.
`O=C(NC(c1ccccc1)c1ccccc1)c1ccc(=O)[nH]n1` gave UBC9 SUMO inh 5, p-CIP stab down -2, FID counter -6, IMP-1 inhibitor -0.6, PHOSPHO1 block 32, NS3 helicase inh 0, VIM-2 inhibitor -0.8 and MEKK3 PB1 HTS 90.
Screening CC(C)(C)n1nc2c(c1NC(=O)COc1ccc(F)cc1)CS(=O)(=O)C2 returned UBC9 SUMO inh 5, p-CIP stab down 2, FID counter -7, IMP-1 inhibitor -2.8, PHOSPHO1 block 33, NS3 helicase inh 7, VIM-2 inhibitor -1.6, MEKK3 PB1 HTS 104 and IDE act -1.
`COc1ccc(CNCC(O)COc2ccc(C(C)(C)c3ccccc3)cc2)cc1` (stereo not given) gave UBC9 SUMO inh -25, p-CIP stab down 0, FID counter 24, IMP-1 inhibitor -1.0, PHOSPHO1 block 33, NS3 helicase inh -103, VIM-2 inhibitor 0.2, MEKK3 PB1 HTS 103 and IDE act 3.
For O=c1c2ccccc2nc2n1CCCCC2 the results were UBC9 SUMO inh 9, p-CIP stab down 0, FID counter 4, IMP-1 inhibitor -1.1, PHOSPHO1 block 6, NS3 helicase inh 3, VIM-2 inhibitor -1.5, MEKK3 PB1 HTS 102 and IDE act 9.
For CC(=O)C1=C(C)N(CC2CC2)C(=O)N[C@H]1c1ccccc1 the results were UBC9 SUMO inh 4, p-CIP stab down 2, FID counter -17, IMP-1 inhibitor -1.4, PHOSPHO1 block 1, NS3 helicase inh -2, VIM-2 inhibitor -1.5, MEKK3 PB1 HTS 87 and IDE act -5.
O=C(NCCNC(=O)c1cnccn1)c1ccc(Cl)cc1 was read as UBC9 SUMO inh -7, p-CIP stab down -10, FID counter -11, IMP-1 inhibitor 0.1, PHOSPHO1 block -29, NS3 helicase inh 1, VIM-2 inhibitor 0.3, MEKK3 PB1 HTS 103 and IDE act 3.
O=C(OCCN=C1NS(=O)(=O)c2ccccc21)c1ccco1 was read as UBC9 SUMO inh 13, p-CIP stab down 2, FID counter 1, IMP-1 inhibitor -2.8, PHOSPHO1 block -14, NS3 helicase inh -3, VIM-2 inhibitor -1.6, MEKK3 PB1 HTS 102 and IDE act -6.
Screening COc1ccc(CCNc2nc(N3CCOCC3)nc(N3CCOCC3)n2)cc1OC returned UBC9 SUMO inh 6, p-CIP stab down 0, FID counter -37, IMP-1 inhibitor -3.5, PHOSPHO1 block 14, NS3 helicase inh -1, VIM-2 inhibitor -1.9, MEKK3 PB1 HTS 97 and IDE act -3.
Screening Cc1ccc(N2CC(C(=O)NCCS(=O)(=O)N3CCN(c4ccccc4)CC3)CC2=O)cc1C (stereo not given) returned UBC9 SUMO inh 27, p-CIP stab down 2, FID counter -13, IMP-1 inhibitor -1.2, PHOSPHO1 block 38, NS3 helicase inh 6, VIM-2 inhibitor 0.6, MEKK3 PB1 HTS 95 and IDE act 3.
CCS(=O)(=O)N1CCC(C(=O)NCCCOC)CC1 was read as UBC9 SUMO inh -17, p-CIP stab down -18, FID counter -5, IMP-1 inhibitor -2.4, PHOSPHO1 block -8, NS3 helicase inh -2, VIM-2 inhibitor -1.8, MEKK3 PB1 HTS 96 and IDE act 4.
Screening CCCCOc1ccc(CSc2ncn[nH]2)cc1 returned UBC9 SUMO inh 78, p-CIP stab down -4, FID counter -9, IMP-1 inhibitor 0.0, PHOSPHO1 block -16, NS3 helicase inh 1, VIM-2 inhibitor -2.1, MEKK3 PB1 HTS 102 and IDE act 5.
For CCCCN(CCCC)CC(O)CN(c1cc([N+](=O)[O-])ccc1OC)S(=O)(=O)c1ccccc1 (stereo not given) the results were UBC9 SUMO inh -23, p-CIP stab down 1, FID counter 32, IMP-1 inhibitor -1.6, PHOSPHO1 block -9, NS3 helicase inh -44, VIM-2 inhibitor -1.4, MEKK3 PB1 HTS 104 and IDE act -1.
COc1cc(NS(=O)(=O)c2ccc(NC(=O)c3ccc(S(=O)(=O)N4CCCC4)cc3)cc2)ncn1 was read as UBC9 SUMO inh 16, p-CIP stab down 2, FID counter -1, IMP-1 inhibitor -4.8, PHOSPHO1 block -11, NS3 helicase inh -3, VIM-2 inhibitor -3.5 and MEKK3 PB1 HTS 101.
For O=C(NC1CCCCC1)N(Cc1cc2cc3c(cc2[nH]c1=O)OCCO3)C1CCCCC1 the results were UBC9 SUMO inh 1, p-CIP stab down 4, FID counter -4, IMP-1 inhibitor 3.8, PHOSPHO1 block -2, NS3 helicase inh 3, VIM-2 inhibitor -0.9, MEKK3 PB1 HTS 110 and IDE act 2.
Screening COc1ccc(N2C(=O)CC(SCc3ccc(Cl)cc3)C2=O)cc1 (stereo not given) returned UBC9 SUMO inh 15, p-CIP stab down -3, FID counter -20, IMP-1 inhibitor -1.0, PHOSPHO1 block 14, NS3 helicase inh -8, VIM-2 inhibitor -1.4, MEKK3 PB1 HTS 97 and IDE act 6.
`COc1ccc(C(=O)COC(=O)CNC(=O)c2cc(OC)cc(OC)c2)cc1` gave UBC9 SUMO inh -9, p-CIP stab down -2, FID counter -18, IMP-1 inhibitor -3.1, PHOSPHO1 block -5, NS3 helicase inh 6, VIM-2 inhibitor -1.1, MEKK3 PB1 HTS 107 and IDE act 0.

As a working copy, part of the list above.
Screening COc1ccc(N2C(=O)CC(SCc3ccc(Cl)cc3)C2=O)cc1 (stereo not given) returned UBC9 SUMO inh 15, p-CIP stab down -3, FID counter -20, IMP-1 inhibitor -1.0, PHOSPHO1 block 14, NS3 helicase inh -8, VIM-2 inhibitor -1.4, MEKK3 PB1 HTS 97 and IDE act 6.
`COc1ccc(C(=O)COC(=O)CNC(=O)c2cc(OC)cc(OC)c2)cc1` gave UBC9 SUMO inh -9, p-CIP stab down -2, FID counter -18, IMP-1 inhibitor -3.1, PHOSPHO1 block -5, NS3 helicase inh 6, VIM-2 inhibitor -1.1, MEKK3 PB1 HTS 107 and IDE act 0.
